Screening data as filed in PubChem BioAssay.
Pol kappa inh – DNA polymerase kappa (human) inhibition | 400,000 compounds, 0.53% hits | purified Pol kappa, fluorescent DNA synthesis assay, 10 min | Potency, µM (top dose mostly 107 µM), without a hit: at the top dose activity, negative = inhibition, hits mostly inhibitors | AID 588579; note: potency is the fitted concentration of half-maximal effect; % is set by controls: 0 for no effect and ±100 for the full control effect
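First, compounds were pin-transferred onto 10 nM Pol kappa. After 15 min at room temperature, substrate was added to 50 nM final. Fluorescence was then measured kinetically at 0 and 10 min.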
Apoferritin bind – candidate novel general anesthetic via apoferritin binding. apoferritin/1-aminoanthracene competitive binding, fluorescence. Potency, µM (titrated, usually from 77.5 µM), for the others: at the highest dose activity change, negative = displacement, hits mostly inhibitors. 350,000 compounds, 0.074% hits. AID 485281; note: potency is the fitted concentration of half-maximal effect; % is set by controls: 0 for no effect and ±100 for the full control effect; nearly all actives have a fitted effect of over 20% in size
Target sequence (P02791 2-175 limits assumed): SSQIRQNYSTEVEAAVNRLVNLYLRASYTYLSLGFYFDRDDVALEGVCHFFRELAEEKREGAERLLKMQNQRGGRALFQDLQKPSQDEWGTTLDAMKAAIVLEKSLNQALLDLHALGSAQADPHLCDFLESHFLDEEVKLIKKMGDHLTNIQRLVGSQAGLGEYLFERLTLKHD
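Steps: apoferritin (10 uM) was premixed with half-saturated 1-AMA in PBS, compounds were pin-transferred, plates stood 10 min at room temperature, fluorescence was read at 380/535 nm, and curves were fitted with a Hill equation.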
ALOX12 inh – ALOX12 (human) lipoxygenase inhibition | AID 1671190 | P18054 | 580,000 compounds, 1.1% hits | Potency, µM (highest dose often 108 µM), inactives show top-dose activity change, negative = inhibition, hits mostly inhibitors | purified 12hLO, xylenol orange hydroperoxide absorbance; note: potency is the fitted concentration of half-maximal effect; % is set by controls: 0 for no effect and ±100 for the full control effect
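Purified human 12hLO (150 nM final) in 25 mM Hepes, 0.01% Triton X-100, pH 7.0 was preincubated 15 min at room temperature with compound. Then 40 uM arachidonic acid was added, 30 min. Hydroperoxide was read by Fe-XO absorbance ratio 573/405 nm.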
Pol beta inh – DNA polymerase beta (human) inhibition | P06746 | Pol beta primer extension/strand displacement, fluorescence kinetic | Potency, µM (series often up to 114 µM), without a hit: top-dose activity change, negative = inhibition, hits mostly inhibitors | 340,000 compounds, 1.3% hits; note: potency is the fitted concentration of half-maximal effect; % is set by controls: 0 for no effect and ±100 for the full control effect
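Preincubation: enzyme (10 nM) with compound, 15 min, RT. Reaction: substrate added to 50 nM final. Reads: 0 and 10 min. Analysis: normalized, Hill fit.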
ERG Ets-DNA blk – blocks human ERG Ets domain binding to DNA; Potency, µM (doses to about 76.9 µM), for the others: at the top dose FP activity, negative = inhibition, usual class: inhibitors; fluorescence polarization, His-ERG Ets domain / labelled DNA; AID 624246; 370,000 compounds, 0.028% hits; active = well fitted inhibition curve with a large enough effect in the polarisation, with a control signal flat; inconclusive = small, poorly fitted or top-dose-only effect, or effect the other way, or a change in a side signal; inactive = no such curve, though single readings can be large or run the other way; the % refers to the polarisation;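 note: polarization taken with two DNA probes labelled with fluorescein and Texas red; potency is the fitted concentration of half-maximal effect; % of control where 0% means no effect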
Target sequence (P11308 whole entry, looked up, the tested form may be a part): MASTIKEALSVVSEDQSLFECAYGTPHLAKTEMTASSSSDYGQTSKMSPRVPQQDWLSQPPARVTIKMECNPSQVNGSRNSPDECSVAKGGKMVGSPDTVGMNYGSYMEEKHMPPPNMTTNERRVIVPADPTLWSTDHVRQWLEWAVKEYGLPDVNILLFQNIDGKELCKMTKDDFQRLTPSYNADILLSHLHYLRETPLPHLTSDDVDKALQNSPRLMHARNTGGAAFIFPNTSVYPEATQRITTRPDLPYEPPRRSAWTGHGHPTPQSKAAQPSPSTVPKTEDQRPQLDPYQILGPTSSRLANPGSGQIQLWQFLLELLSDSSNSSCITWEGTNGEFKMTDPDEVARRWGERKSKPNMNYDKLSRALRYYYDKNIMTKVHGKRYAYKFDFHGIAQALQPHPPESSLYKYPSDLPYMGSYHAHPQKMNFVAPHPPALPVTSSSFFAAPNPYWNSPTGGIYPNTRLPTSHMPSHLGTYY
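His-tagged ERG Ets domain (1 uM in the protein solution; 300mM KCl, 50mM Tris-HCl, 1mM EDTA, 1mM DTT, pH 7.5) received compound, then a probe mix of 5 nM fluorescein-DNA and 100nM Texas-615-DNA. Fluorescence polarization was read for both dyes.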
RGS4 inh – inhibitors of human regulator of G protein signaling 4; P49798; Transcreener GDP fluorescence polarization, RGS4-accelerated GTP hydrolysis; Potency, µM (highest dose often 114 µM), inactives show at the highest dose activity change, negative = inhibition, actives largely listed as inhibitors; 390,000 compounds, 0.039% hits; note: potency is the fitted concentration of half-maximal effect; % is set by controls: 0 for no effect and ±100 for the full control effect; nearly all actives have a fitted effect of over 75% in size; some results filed as inactive show a strong effect at the top dose
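MLSMR compounds (23 nl, pin-transferred) preincubated 10 min at room temperature with a 500nM (2x) first reagent, then RGS4 at 900nM (2x) plus Transcreener GDP mix added; fluorescence polarization (620/688 nm) read before and after 90 min at 30 °C.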
APE1 inh – inhibitors of human APE1 endonuclease. Potency, µM (highest dose often 65.8 µM), for the others: at the highest dose activity change, negative = inhibition, usual class: inhibitors. P27695. 350,000 compounds, 0.35% hits. recombinant APE1, TAMRA/BHQ-2 abasic DNA cleavage fluorescence;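 note: potency is the fitted concentration of half-maximal effect; plate controls were vehicle for no effect and reference inhibitor for full effect; nearly all actives have a fitted effect of over 55% in size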
Target sequence (P27695 whole entry, looked up): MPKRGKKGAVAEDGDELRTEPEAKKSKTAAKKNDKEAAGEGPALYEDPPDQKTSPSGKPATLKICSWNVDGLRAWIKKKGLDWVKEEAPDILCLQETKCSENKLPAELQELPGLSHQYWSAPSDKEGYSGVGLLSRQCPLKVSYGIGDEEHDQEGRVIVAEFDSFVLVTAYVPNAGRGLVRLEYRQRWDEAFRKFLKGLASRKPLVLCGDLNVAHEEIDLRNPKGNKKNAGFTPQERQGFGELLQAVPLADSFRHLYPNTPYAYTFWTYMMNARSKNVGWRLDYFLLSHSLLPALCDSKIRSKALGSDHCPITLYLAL
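Substrate: short duplex with […] THF abasic site, 5'-TAMRA and 3'-BHQ-2, 50 nM final. APE1 at 0.75 nM, preincubated 15 min RT with compound. Fluorescence increase from first to third read measured activity.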
LDHA inh – inhibitors of human lactate dehydrogenase A | purified LDHA, NADH/diaphorase-resazurin fluorescence; stronger effect = lower value | activity change, % (values are at about 110 or 230 µM) | 480,000 compounds, 0.15% hits; in the data active = activity change below about -30%; inconclusive = mostly about -25% to -30%;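 note: plate controls were DMSO wells for no effect and wells without enzyme for full effect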
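Remaining NADH was detected by diaphorase (0.133 mg/mL) converting 37 µM resazurin to fluorescent resorufin, read at 0 and 20 minutes. The preceding 5-minute room-temperature reaction used 2 nM LDHA, 0.2 mM sodium pyruvate and 0.06 mM NADH at pH 7.4.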
POLH inh – DNA polymerase eta (human) inhibition; recombinant Pol eta, fluorescent DNA replication assay; Potency, µM (doses to about 114 µM), for inactives: at the highest dose activity change, negative = inhibition, usual class: inhibitors; 390,000 compounds, 1.2% hits; AID 588591; note: potency is the fitted concentration of half-maximal effect; % is set by controls: 0 for no effect and ±100 for the full control effect
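Pol eta (10 nM) was preincubated with compounds for 15 min at room temperature, after which fluorescent replication substrate (50 nM final) was added to start the reaction. Fluorescence was read kinetically at 0 and 10 min.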
Active calls of the source: *; i = inactive; ? = inconclusive; nt = no result given; & = joins results of further samples; [ ] = dose if it differs, or a comment. Unless noted, calls come from the whole dose curve; as a rule, active = well fitted curve in the direction sought with a large enough effect; inconclusive = small, poorly fitted or top-dose-only effect, or another doubt; inactive = no such curve, though single readings can be large; an effect the other way counts as inactive or inconclusive.

Structure	Pol kappa inh	Apoferritin bind	ALOX12 inh	Pol beta inh	ERG Ets-DNA blk	RGS4 inh	APE1 inh	LDHA inh	POLH inh
Cc1cc(OCC(=O)N(C(C)C)C(C)C)cc(C)c1Br	-6%	?	-20%	29%	-1%	-7%	23%	-3	-13%
COc1ccc(NC(=O)CSCC(=O)N(C)Cc2ccc3c(c2)OCCO3)cc1	-9%	nt	1%	nt	-7%	26%	-17%	-4	-24%
CCc1cccc(C)c1NC(=O)c1cc(S(=O)(=O)NCc2ccccc2Cl)ccc1F	-9%[60.1 µM]	-13%	-8%	-9%	-12%	12%	nt	-6	-11%
CCCC/C(C)=N/NC(=O)Nc1ccccc1	0%	-16%	0%	4%	-2%	-5%	-1%	-7	-14%
C=CCc1cccc2cc(NC(C)=O)c(=O)oc12	-6%	-1%	0%[57.4 µM]	-8%	-8%	-20%[11.4 µM]	-2%	-4	-18%
COc1cc(NC(=O)CCCN2C(=O)NC(C)(C)C2=O)cc(OC)c1	6%	nt	1%	nt	1%[15.4 µM]	-23%	-1%	0	-19%
Cc1ccc(C(NC(=O)N2CCCCC2)=C(Cl)Cl)cc1F	15%	-1%	-17%	-1%	4%	?	12%	4	?
NC(=O)CSc1nnc(-c2ccccc2F)n1C1CC1	6%	-4%	-9%	32%	6%	-13%	19%	-3	-19%
CC(=O)Nc1ccc(S(=O)(=O)NCc2ccc(C(=O)NCCN3CCCCCC3)cc2)cc1	-13%	-2%	0%	?	-12%	20%	-2%	-7	12%
CCN(CC)S(=O)(=O)c1ccc(F)c(C(=O)NCCCN2CCOCC2)c1	-2%	-8%	3%	1%	-1%	-9%	10%	0	-2%
CN(C)c1ccc(C=Nc2ccccc2)cc1	-11%	-15%	16%	46%	nt	38%	-2%	5	0%
Cc1ccc(C2SCC(=O)N2c2ccccc2)cc1 (stereo not given)	-5%	-11%	0%	12%	6%	-30%	11%	-1	-13%
COc1ccccc1CCNC(=O)C(C)n1nc(C)c2c(C)n(-c3ccccc3)nc2c1=O (stereo not given)	3%	-11%	-22%	33%	-11%	-36%[56.9 µM]	13%	-1	0%
CC1=C2C3OC(=O)C(C)[C@@H]3CC[C@](C)(O)C2C2C3C4C5(C12)[C@H]1OC(=O)[C@@H](C)C1CC[C@]4(C)O[C@]5(C)[C@@H]3O (stereo not given in full)	4%	-1%	6%	12%	7%	-24%	24%	-2	-9%
COc1ccc(CNC(=O)Nc2ccccc2)cc1	-6%	-6%	4%	12%	-9%	-11%[11.4 µM]	-2%	-2	-14%
CC(C)c1ccc(S(=O)(=O)NCc2nc3cccnc3n2Cc2ccc(F)cc2)cc1	-5%[60.1 µM]	-13%	-19%	14%	1%	-3%	nt	-4	11%
CC(CC(=O)N1CCN(c2ccccc2F)CC1)c1ccccc1 (stereo not given)	-4%	-6%	2%	40%	-9%	6%	2%	-6	-15%
CC1=C(c2ccc(C)c(C)c2)S(=O)(=O)N(Cc2ccc(C(=O)NCc3ccccc3F)cc2)C1=O	-11%	-11%	1%	-5%	-5%	27%	nt	-9	-9%
CCOc1cccc(OCCn2cnc3ccccc3c2=O)c1	-9%	-15%	6%	-16%	3%	20%	3%	-3	5%
CCC(=O)N1CCc2cc(Br)cc(S(=O)(=O)CCC(=O)NCCc3ccc(Cl)cc3)c21	4%	-9%	-10%	-3%	-4%	4%	nt	1	-20%
COc1cc(OC)c(N(C)C(=O)c2cc3c(s2)-c2ccccc2OC3)cc1Cl	5%	-7%	-18%	28%	-5%	9%	nt	1	-22%
O=C(c1ccccc1)c1coc2ccc(O)c(Cl)c12	-16%	?	?	-2%	-5%	17%	-10%	1	-5%
O=C1NCCNC(=O)c2ccccc2OCCOc2ccccc21	-12%	-10%	-4%	17%	0%	19%	-4%	-16	0%
Brc1ccccc1OCCCn1cnc2ccccc21	-13%	?	-13%	-9%	-8%	-17%	8%	-1	-17%
CC(C)(C)n1nnnc1C(c1ccccc1F)N(Cc1ccco1)CC1CCCO1 (stereo not given)	-6%[60.1 µM]	?	-12%	-13%	nt	-3%	-5%	-2	-12%
Cc1ccc2nc(COc3ccccc3NC(=O)COc3ccc(F)cc3)cc(=O)n2c1	4%[60.1 µM]	-9%	-3%	4%	5%	-2%	nt	0	-12%
O=C(NCCn1cc(SCc2ccc(C(F)(F)F)cc2)c2ccccc21)c1cccs1	-2%	24%	?	-8%	2%	-10%	nt	3	?
O=C(c1ccc2c(=O)n(CCc3ccccc3)c(=O)[nH]c2c1)N1CCN(c2ccc(F)cc2)CC1	-8%&-16%	8%&-11%	7%&0%	1%&22%	-3%&-19%	-5%&19%	3%	3&-7	-12%&-8%
Cc1cccc(NC(=O)Cn2c(=O)n(CCCS(=O)(=O)C3CCCCC3)c(=O)c3ccccc32)c1	?	-10%	-3%	19%	1%	15%	nt	-6	-2%
COc1ccc(NC(=O)C2CCN(C(=O)[C@@H]3Cc4ccccc4CN3)CC2)cc1	-21%	2%	-15%	-20%	6%	-7%[56.9 µM]	-24%	-7	-7%
COc1ccc(OC)c(NC(=O)Nc2cccc(OCc3cc(=O)n4cc(C)ccc4n3)c2)c1	-6%[60.1 µM]	-3%	-15%	-12%	3%	9%	nt	0	-10%
COc1ccc2c(c1)c1c(c(=O)n(Cc3ccccc3)c(=O)n1CC(=O)NCc1ccccc1)n2C	-6%	41%[activator]	-16%	-1%	3%	30%	nt	1	-13%
COc1cc(C)c(Cl)cc1S(=O)(=O)NCc1ccccn1	-1%	-5%	-1%	15%	1%	-7%	9%	-6	-12%
O=C(CSCc1ccccc1)Nc1ccc(Cl)cn1	-9%	?	nt	2%	1%	-21%	-1%	-7	-4%
CCCc1cc(=O)[nH]c2nnc(SCC(=O)NC3CCCC3)n12	2%	nt	8%	nt	-3%	-5%	8%	0	-23%
CCOC(=O)Cc1csc(NC(=O)CCCCCN2C(=O)c3cccc4cccc(c34)C2=O)n1	-5%	nt	-8%	nt	-1%	?	nt	-1	-13%
COCC1COS(=O)(=O)NC1(C)C (stereo not given)	3%	-7%	4%	1%	7%	9%	33%	-7	-8%
CCc1nnc(SC(CC)C(=O)Nc2ccc(OC)c(Cl)c2)c2cc3occc3n12 (stereo not given)	-13%	-4%	-8%	?	-2%	-5%	nt	-1	-19%
COc1ccc(-c2cc(-c3ccc(Cl)cc3)n[nH]2)c(O)c1	-20%	-9%	i	0%	-13%	11%	-18%	0	-17%
CCC1(C)CC(C(N)=S)CCO1 (stereo not given)	4%	-7%	8.9µM*	-1%	-6%	-105%	-1%	-2	-15%
COc1ccc(S(=O)(=O)N(C)CC(=O)N2CCN(c3ccccc3)CC2)cc1	0%	2%	-8%	12%	7%	-12%	-4%	-3	-16%
Cc1ccc(-n2c(C)cc(C(=O)Cn3nc(C(=O)O)c4ccccc4c3=O)c2C)cc1	-16%	-14%	-19%	-22%[57.1 µM]	0%	19%	-4%	-2	2%
COc1ccc(-c2ccccc2NC(=O)C2CCCN(Cc3ccc(C)o3)C2)cc1 (stereo not given)	-17%	-10%	-2%	11%	5%	-15%	-5%	0	-13%
CCN(CC)c1ccc(S(=O)(=O)N2CCOCC2)cc1NC(=O)CSc1nncs1	-10%	nt	nt	nt	-9%	?	11%	-3	-11%
O=C(NCC1CC1)c1onc(CSc2ccc(F)cc2)c1C(=O)NCC1CC1	-1%	nt	-21%	nt	-4%	9%	-11%	2	-21%
CCOC(=O)c1c(NC(C)=O)sc2c1CCCNC2=O	-12%	-22%	0%	0%	-5%	16%	5%	-2	-1%
O=S(=O)(CC(CN1CCCC1)N1CCCC1)c1ccc2ccccc2c1 (stereo not given)	-6%	-12%	-18%	2%	-10%	-22%	6%	-2	-21%
CC(C)Oc1cccc(C(=O)N/N=C/c2ccoc2)c1	-9%	-3%	12%	-2%	3%	-7%	-10%	1	-8%
O=C(CCc1ccccc1)Nc1ccc(S(=O)(=O)N2CCCC2)cc1	-1%	-9%	-23%	4%	1%	-12%	7%	-6	-19%
COc1ccc(-c2cc(C(=O)Nc3ccc(Br)cc3)no2)cc1	-3%	5%	5%	0%	-2%	2%	0%	-3	?

Additional records follow:
Structure	Pol kappa inh	Apoferritin bind	ALOX12 inh	Pol beta inh	ERG Ets-DNA blk	RGS4 inh	APE1 inh	LDHA inh	POLH inh
C[C@H](NC(=O)C1(c2ccccc2)CCN(C(=O)[C@H]2CSCN2C(=O)OC(C)(C)C)CC1)C(=O)O	-6%	-4%&0%	0%	30%&2%	7%	5%	-2%&-1%	-6	1%
CC(=O)c1ccc(NC(=O)CSc2nc(C)cc(C)c2C(N)=O)cc1	-9%	-8%	0%	23%	-4%	16%	2%	-7	-1%
Nc1ccc(N(c2ccccc2)c2ccc(N)cc2)cc1	-12%	-13%	-17%	4%	-1%	-13%[11.4 µM]	2%	5	-18%
O=C(NC(=O)c1ccncc1)NC(c1ccccc1)c1ccccc1	-7%	-16%	-12%	9%	nt	3%	0%	-10	-5%
COc1ccc(-c2ccccc2)cc1NC(=O)c1cccs1	-3%	-8%	4%	?	11%	7%	-4%	-9	-20%

The list is partial (hit frequency here may not be typical).
